Bioassay records deposited in PubChem by Broad Institute.
esBAF inh: blocks esBAF chromatin remodeling in mouse ES cells; Bmi1-luciferase knock-in reporter, 24 h; 100% = twice the neutral-well signal; reporter increase, % at 12.5 µM; 350,000 tested, 2% active; in the data active = activation above about 40%;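 note: 0% = median of the plate's neutral control wells and 100% = double that signal; a rise in the Bmi1 reporter signal indicates esBAF inhibition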
RAD54 branch: blocks human RAD54 Holliday junction branch migration. FAM/BHQ fluorescence. Q92698. inhibition, % at 10.4 µM. 360,000 tested, 0.14% active;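 active = mean normalized replicate activity at least 40 and at least half of replicates scoring 40 or more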;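 note: 0% = median of neutral control wells and 100% = median of positive control wells; inhibitors cause a drop in the FAM fluorescence signal; in these data hits start at about 50%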
Target sequence (Q92698 whole entry, looked up): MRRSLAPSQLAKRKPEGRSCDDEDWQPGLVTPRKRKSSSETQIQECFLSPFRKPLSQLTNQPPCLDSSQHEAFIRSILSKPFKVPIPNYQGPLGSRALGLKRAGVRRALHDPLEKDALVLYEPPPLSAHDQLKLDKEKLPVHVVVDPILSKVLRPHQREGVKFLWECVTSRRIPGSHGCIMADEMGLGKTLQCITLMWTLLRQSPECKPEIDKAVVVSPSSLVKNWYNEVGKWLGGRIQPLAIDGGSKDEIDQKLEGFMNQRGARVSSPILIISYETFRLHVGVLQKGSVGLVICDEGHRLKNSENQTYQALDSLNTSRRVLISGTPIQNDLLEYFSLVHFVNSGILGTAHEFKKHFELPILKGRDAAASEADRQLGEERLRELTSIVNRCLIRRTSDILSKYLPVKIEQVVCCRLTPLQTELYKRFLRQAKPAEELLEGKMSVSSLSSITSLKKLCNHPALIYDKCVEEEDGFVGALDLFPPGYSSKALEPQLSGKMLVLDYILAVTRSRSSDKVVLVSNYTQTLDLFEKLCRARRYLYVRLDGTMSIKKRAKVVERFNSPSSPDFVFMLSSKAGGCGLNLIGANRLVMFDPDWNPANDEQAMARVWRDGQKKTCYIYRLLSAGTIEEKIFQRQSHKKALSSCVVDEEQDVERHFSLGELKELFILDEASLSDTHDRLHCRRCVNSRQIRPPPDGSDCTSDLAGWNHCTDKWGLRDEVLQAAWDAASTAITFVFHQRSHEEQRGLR
* = called active by the depositor.

SMILES	esBAF inh	RAD54 branch
COc1cc(NC(=O)c2cc3ccccc3o2)c(OC)cc1Br	1	4
CCc1ccc(S(=O)(=O)Nc2c(C)nn(C)c2C)cc1	3	-14
CCN(CC(=O)NCc1ccc(F)cc1)CC(O)COCc1cccc(OC)c1 (centres undefined)	0	-1
Cc1ccc(/C(O)=C/C(=O)C(=O)NNC(=O)C(O)(c2ccccc2)c2ccccc2)cc1	-5	2
O=C(/C=C/c1ccccc1)N1CCCN(C(=O)/C=C/c2ccccc2)CC1	-10	-1
CCOC(=O)CCC(=O)Nc1ccccc1C(N)=O	2	8
CCOCCCNC(=O)c1c(-c2ccccc2)noc1C	-17	-8
Nc1c(C(=O)NCc2ccc3c(c2)OCO3)nnn1-c1ccc(OC(F)(F)F)cc1	5	-12
Cc1ccc(OCC(=O)Nc2ccc3c(c2)nc(CCN2CCOCC2)n3C)cc1	-5	-8
N#Cc1nc(Cc2cccc3ccccc23)oc1NCc1ccc2c(c1)OCO2	-4	2
COc1ccccc1N(CC(=O)Nc1ccc(F)c(F)c1)S(C)(=O)=O	-15	4
CC(=O)NC(N1CCCCC1)C(F)(F)C(F)(F)C(F)(F)C(F)F (centres undefined)	-3	-7
CCCCOc1ccc(C2OC34CCCCC3C(C#N)(C#N)C2(C#N)C(=N)O4)cc1 (centres undefined)	-1	-54
Cc1onc(-c2ccccc2)c1-c1n[nH]c(=S)n1-c1ccccc1Cl	-5	9
CCOc1cccc(-c2nnc3sc(-c4cc(OC)c(OC)c(OC)c4)nn23)c1	-2	8
COc1ccc(C(=O)Sc2ccc(Cl)cc2)cc1OC	-4	-3
COc1ccc(C2C(C(C)=O)=C(O)C(=O)N2CCc2c[nH]c3ccccc23)cc1OC (centres undefined)	-9	3
Cc1cc(/C=C2\SC(=Nc3ccc(F)cc3)NC2=O)c(C)n1-c1ccc(S(N)(=O)=O)cc1	-62	1
COc1ccc(CNC(=O)c2cccc(-c3ccc(C)c4ccccc34)n2)cc1	0	9
COC(=O)c1cc(OC)c(OC)cc1N	-3	4
CC1(C)Cc2cccc(OCC(=O)O)c2O1	-10	0
Cc1cc(N2C(=O)C(O)=C(C(=O)c3cccs3)C2c2cccc(O)c2)no1 (centres undefined)	-7	7
CCn1c(SCC(=O)Nc2nc(C)cs2)nnc1C(C)NC(=O)c1ccccc1 (centres undefined)	-7	-8
CCOC(=O)NC(=O)CSc1nc(C)cc(C(F)(F)F)c1C#N	37	-18
O=C(CCSc1nnc(-c2ccncc2)o1)Nc1ccc(F)cc1	-6	-5
Cc1cccc(C)c1NC(=O)CSc1nc(C)c(CC(=O)c2ccc(Br)cc2)c(C)c1C#N	-11	-6
N#CC(/C(=N/S(=O)(=O)c1cccs1)c1ccccc1)c1nc2ccccc2[nH]1 (centres undefined)	-5	3
CCOc1ccc(C(Nc2ccc(C)cc2)P2(=O)OCC(C)(C)CO2)cc1 (centres undefined)	1	-15
O=C(NCCCCCCNC(=O)OC1CCS(=O)(=O)C1)OC1CCS(=O)(=O)C1 (centres undefined)	-3	-2
COc1cccc(-c2csc3nnc(SCC(=O)NCc4cccs4)n23)c1	7	-4
COCCCNC(=O)c1cn(Cc2c(F)cccc2Cl)nn1	-1	-16
Cc1ccc(C(C)C)cc1OCCCCN1CCCC1	-10	8
CCOC(=O)C1C(=O)NC(N2CCc3ccccc32)=NC1c1ccccc1 (centres undefined)	-7	-4
CCN1C(=O)/C(=C2\SC(=S)N(c3c(C)n(C)n(-c4ccccc4)c3=O)C2=O)c2ccccc21	-4	7
Cc1cccc2sc(NC(=O)CNS(=O)(=O)c3ccc(Br)s3)nc12	-10	1
CCC(=Nc1ccc(N)cc1)C1=C(O)C(C(=O)OC)C(C)(C)CC1=O (centres undefined)	-4	0
Cc1cc(C(=O)OCC(=O)N2CCN(c3ccccc3)CC2)c2ccccc2n1	3	-3
COC(=O)Cc1nnc(NC(=O)c2ccccc2)s1	7	2
CC(C)(C)c1nc(CN2CCOCC2)ccc1O	7	6
CCOC(=O)c1c(C2COc3ccccc3O2)csc1N (centres undefined)	14	0

Four entries already listed, ordered by their value in esBAF inh, ascending.
| Compound | esBAF inh |
| --- | --- |
| CC1(C)Cc2cccc(OCC(=O)O)c2O1 | -10 |
| N#CC(/C(=N/S(=O)(=O)c1cccs1)c1ccccc1)c1nc2ccccc2[nH]1 (centres undefined) | -5 |
| COCCCNC(=O)c1cn(Cc2c(F)cccc2Cl)nn1 | -1 |
| CCOC(=O)NC(=O)CSc1nc(C)cc(C(F)(F)F)c1C#N | 37 |

Two entries from above, as comma-separated lines:
mol,esBAF inh,RAD54 branch
Cc1cccc2sc(NC(=O)CNS(=O)(=O)c3ccc(Br)s3)nc12,-10,1
COc1cccc(-c2csc3nnc(SCC(=O)NCc4cccs4)n23)c1,7,-4

(listing goes on)
SMILES	esBAF inh	RAD54 branch
COc1ccc(OC)c(N(CC(=O)Nc2ccc3c(c2)OCO3)S(=O)(=O)c2ccccc2)c1	12	10
CCOC(=O)c1ccc(N=Cc2nc(-c3ccccc3)oc2OC(C)=O)cc1	15	-11
Cc1ccc(CSCC(=O)N/N=C/c2sccc2C)cc1	19	-6
CCSc1nnc(NC(=O)c2ccc(Br)s2)s1	28	-12
Cc1occc1C(=O)NC(C)C(C)(C)C (centres undefined)	4	-5
O=C(CSc1nc2ccccc2s1)N1c2ccccc2Sc2ccc(Cl)cc21	-1	2
CCCCOCCCNC(=O)N[C@@H](CCSC)C(=O)OC	3	4
CC(C)Cn1c(N)c(C(=O)CSc2nc3ccccc3n2C)c(=O)n(C)c1=O	-4	-1
O=C1OCCC1Sc1nnnn1-c1ccccc1 (centres undefined)	-9	2
O=C1C2C(c3ccccc3)C=CC(c3ccccc3)C2C(=O)N1CCO (centres undefined)	-8	-3
C(=N\c1nc2ccccc2n1Cc1ccccc1)/c1cccs1	2	6
Cc1ccc(C(=O)N/N=C/c2nc3ccccc3n2C)cc1	7	-2
Cc1ccnc(NS(=O)(=O)c2ccc(NC(=O)C3CCCCC3C(=O)O)cc2)n1 (centres undefined)	-2	4
CC(=O)c1cnc2c(-c3ccc(Cl)cc3)cnn2c1C	75*	-12
O=C(CSc1ccc(Cl)cc1Cl)N1CCC(c2nc3ccccc3s2)CC1	-23	7
COC(=O)C1=C(C)C(c2ccc(OC)cc2)NC(=S)N1 (centres undefined)	-4	-4
CCOC(=O)c1c(C)[nH]c(O)c1C=Nc1ccc(C(F)(F)F)cc1	-7	-7
CCOC(=O)C1=C(C)NC(=O)NC1c1cc2c(cc1Br)OCO2 (centres undefined)	2	-12
Cc1ccc(-c2nc(CN(C)C)cc(CN(C)C)c2O)cc1	-5	7
CC1(C)Cc2cccc(OCC(=O)Nc3cc(C(F)(F)F)ccc3N3CCOCC3)c2O1	-3	2
c1cnc2ccc(C(c3nnnn3C3CCCC3)N3CCN(c4nc5ccccc5s4)CC3)cc2c1 (centres undefined)	5	8
CN(C)c1ccc(C#Cc2ccc3cc(CCO)oc(=O)c3c2)cc1	32	-3
Cc1ccc(S(=O)(=O)CCSc2nc(C)cc(C(F)(F)F)c2C#N)cc1	-12	-9
COc1ccc(-c2c3c(=O)n(C)c(=O)n(C)c3cn2NC(C)=O)cc1	-5	11
O=C(COc1ccc(/C=N/NC(=O)c2ccccc2)cc1)Nc1ccc([N+](=O)[O-])cc1	25	-2
COc1ccc(OCC(=O)N(C)Cc2ccccc2)cc1	13	-13
CCOc1ccc(OCC(=O)Nc2ccc(OC)cc2)cc1	-4	3
O=C(C1CCC(Cn2c(=S)[nH]c3ccccc3c2=O)CC1)N1CCN(c2ccccc2)CC1 (centres undefined)	-6	-3
C=CCOc1c(CNn2nnnc2N)cccc1OC	-12	-2
CCCc1[nH]nc2c1C(c1ccc(OC(=O)c3ccco3)cc1)C(C#N)=C(N)O2 (centres undefined)	-4	10
CCn1nnc(NC(=O)c2sc3ccccc3c2Cl)n1	23	7
COc1ccc(C2C(C(=O)NCc3ccccc3)=C(C)Nc3ncnn32)cc1OC (centres undefined)	-7	-2
Cc1ccccc1-n1c(=O)c2ccccc2n2cnnc12	5	7
CCOc1ccc(-c2noc(-c3ccncc3)n2)cc1OCC	11	-12
Nn1c(SCC(=O)NCCC2=CCCCC2)nnc1C1CCCCC1	1	-2
COc1cc(C(c2nnnn2C(C)(C)C)N2CCN(C)CC2)cc(OC)c1OC (centres undefined)	7	-2
Cc1c(Cl)c(C(=O)NC2CCCC2)nn1C	4	-9
O=C(NC1CCCC1)c1ccc(S(=O)(=O)N2CCCC2)cc1	-1	2
O=C(CSC1CCCCC1)N1CCN(c2ccccc2)CC1	7	-5
CC(C)C(=O)N1CCN(c2ccc(NC(=O)c3cccs3)cc2)CC1	13	0

Part of the list above, with two lines to a compound.
Below each compound: esBAF inh, RAD54 branch
> COC(=O)C1=C(C)C(c2ccc(OC)cc2)NC(=S)N1 (centres undefined)
 : -4, -4
> CCOC(=O)c1c(C)[nH]c(O)c1C=Nc1ccc(C(F)(F)F)cc1
 : -7, -7
> CCOC(=O)C1=C(C)NC(=O)NC1c1cc2c(cc1Br)OCO2 (centres undefined)
 : 2, -12

The list continues:
SMILES	esBAF inh	RAD54 branch
Cc1cccc(-n2ncc3c(N4CCCC4)ncnc32)c1	-38	-3
O=C(O)c1ccc(CSc2n[nH]c(-c3ccco3)n2)cc1	-1	-23
Clc1ccc(CSc2nnc(-c3ccncc3)o2)c(Cl)c1	1	3
COc1ccc(-c2cc(C(F)(F)F)n3nc(C(=O)N4CCCC4)cc3n2)cc1	-1	-6
O=C(NC12CC3CC(CC(C3)C1)C2)c1cc2nc(-c3ccco3)cc(C(F)(F)F)n2n1	-4	0
Cc1cc(NS(=O)(=O)c2ccc(NC(=O)Nc3ccccc3)cc2)no1	-7	6
CCC1CCCCN1C(=O)c1nn2cccnc2c1Cl (centres undefined)	4	-6
Cc1cc(=O)[nH]c2c1c(C)nn2C1CCOC(C)(C)C1 (centres undefined)	-4	-4
COc1cccc(Nc2ncnc3ccccc23)c1	58*	10
O=C(c1cc(-c2ccc3c(c2)OCO3)on1)N1CCN(c2ccccc2)CC1	31	0
Cc1nn(-c2ccccc2)c2sc(C(=O)OCc3nnc(-c4ccccc4)o3)cc12	12	4
Cc1cccc(N2CC(C(=O)Nc3ccc4c(c3)OCO4)CC2=O)c1C (centres undefined)	-8	2
CC(C)CCNC(=O)Cc1c(C(=O)O)[nH]c2ccc(Cl)cc12	-8	-11
CCOC(=O)CN(C(=O)Cn1nnc2ccccc21)C(C(=O)NCCOC)c1ccccc1 (centres undefined)	-10	1
CCOc1cc(CNCCSc2nnnn2C)cc(Br)c1OCc1ccccc1F	0	-17
O=C(O)COc1ccc(Oc2ccccc2)cc1	0	1
O=C(CCN1CCN(CCO)CC1)Nc1ccc(F)c(F)c1	-5	-2
COc1ccc(Br)cc1C(=O)Nc1cc(C)cc(C)c1	1	-2
Cc1cc(NC(=O)CSc2nc3c(c(=O)n2-c2ccc(Cl)cc2)SCC3)no1	-2	-3
CCn1cc(C(=O)OCC(=O)Nc2cccc(S(=O)(=O)N3CCOCC3)c2)c(=O)c2ccc(C)nc21	-8	-5
N=c1ccn(Cc2ccccc2Cl)cc1	-23	2
O=C(Cn1nnc(-c2cccs2)n1)OC1CCCCC1	-7	1
O=C1CC(Cc2ccccc2)C(=O)N1CCc1ccc2c(c1)OCO2 (centres undefined)	-4	-7
CCOc1cc(-c2ccc(N)c(OCC)c2)ccc1N	-8	6
O=C(NNC(=O)c1ccc(SCC2CCCO2)c([N+](=O)[O-])c1)c1ccc(F)cc1 (centres undefined)	-4	3
Cc1ccc(-c2noc(CCC(=O)Nc3ccc4c(c3)OCO4)n2)cc1	-6	-1
O=C(CN1C(=O)c2ccccc2S1(=O)=O)Nc1ccc(S(=O)(=O)N2CCCCC2)cc1	-5	3
CCc1nnc(NC(=O)CN2CCN(C3CCCCC3)CC2)s1	-4	-1
CS(=O)c1ccccc1COC(=O)Nc1ccc(Cl)cc1 (centres undefined)	-3	-4
CCC(=O)Nc1cccc(NC(=O)c2cccnc2)c1	21	-4
Cn1c(CNC(=O)Nc2cccc(Cl)c2)nnc1SCc1ccccc1	5	-11
CC(C)OCCCNC(=O)c1ccncc1	-4	-4
Cc1ccc(NC(CNS(=O)(=O)c2ccc(Cl)cc2)c2ccccc2)cc1 (centres undefined)	-7	9
Clc1ccc(OCCCc2nc(-c3ccncc3)no2)c(Cl)c1	-4	-3
Cc1ccc(NC(=O)CCC(=O)OCC(=O)c2ccc(Oc3ccc([N+](=O)[O-])cc3)cc2)c(C)c1	-9	-2
CCC1=NC(c2ccc(OC)cc2)N(O)C1(C)C (centres undefined)	4	5
CC(=O)Nc1ccc(S(=O)(=O)N2CCCN(S(=O)(=O)c3ccc(NC(C)=O)cc3)CC2)cc1	-4	0
CCOC(=O)c1ccc(N2C(=O)c3n[nH]c(C)c3C2c2ccc(OC)cc2OC)cc1 (centres undefined)	2	7
CCC(C)Cn1c(S(=O)(=O)O)nc2ccccc21 (centres undefined)	-1	-1
CC(OC(=O)CN(C)S(=O)(=O)c1ccc(Cl)cc1)C(=O)Nc1ncc(Cl)cc1Cl (centres undefined)	0	-7
COC(=O)C1=CNC=C(C(=O)OC)C1c1ccc(Cl)cc1	-7	-1
CCCS(=O)(=O)NC(=O)C1(C)CCN(C(=O)c2ccc3ccccc3c2)C1 (centres undefined)	4	3
CCN(CC)C(=S)SCC(=O)c1ccc(F)cc1	48*	-11
O=C(CN(Cc1cccs1)C(=O)CSc1nnc(COc2ccccc2)o1)NC1CCCCC1	-3	-4
O=C(NCCCN1CCN(Cc2ccccc2)CC1)c1nnc(Cc2c(F)cccc2Cl)o1	8	-24

3 entries out of the list, arranged by count of non-hydrogen atoms, rising.
SMILES	esBAF inh	RAD54 branch
CCCS(=O)(=O)NC(=O)C1(C)CCN(C(=O)c2ccc3ccccc3c2)C1 (centres undefined)	4	3
CC(OC(=O)CN(C)S(=O)(=O)c1ccc(Cl)cc1)C(=O)Nc1ncc(Cl)cc1Cl (centres undefined)	0	-7
O=C(CN(Cc1cccs1)C(=O)CSc1nnc(COc2ccccc2)o1)NC1CCCCC1	-3	-4

Only part of the results is shown; the hit share may differ from the screen's.
